DNA FID counter = fluorescent intercalator displacement, NS3 helicase counter-screen; inhibition, % at 7.9 µM; AID 1845; DNA fluorescent intercalator displacement, fluorescence; 290,000 compounds, 0.17% hits; in the data active means inhibition above about 37%;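 further: 0% = vehicle and 100% = reference compound; higher means more ethidium bromide displaced from hairpin DNA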
OXTR agonist = human OXTR agonism; AID 2435; P30559; activation, % at 3 µM; CHO-OTR cells, Fluo-8 calcium fluorescence; normalized: DMSO 0%, oxytocin 100%; 320,000 compounds, 0.32% hits;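 active means activation above the mean of all tested compounds plus 3 SD, cutoff set per screening run, cut at about 20% in these data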;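 further: peak over basal fluorescence ratio from a 100 s FLIPR kinetic read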
MEKK3 PB1 HTS = raises or lowers MEK5 binding to the human MEKK3 PB1 domain | bead-based flow cytometry, Alexa488-MEK5 binding to MEKK3; actives lie on both sides; 0 = blocked by unlabeled MEK5, 100 = vehicle | binding response (% of control), % at 10 µM | 290,000 compounds, 1.4% hits;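 active means binding response more than 3 SD above or below the average of its plate-row segment, actives on both sides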;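 further: Alexa488 bead fluorescence after subtracting the streptavidin-only scavenger bead signal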
Target sequence (Q99759 whole entry, looked up, the tested form may be a part): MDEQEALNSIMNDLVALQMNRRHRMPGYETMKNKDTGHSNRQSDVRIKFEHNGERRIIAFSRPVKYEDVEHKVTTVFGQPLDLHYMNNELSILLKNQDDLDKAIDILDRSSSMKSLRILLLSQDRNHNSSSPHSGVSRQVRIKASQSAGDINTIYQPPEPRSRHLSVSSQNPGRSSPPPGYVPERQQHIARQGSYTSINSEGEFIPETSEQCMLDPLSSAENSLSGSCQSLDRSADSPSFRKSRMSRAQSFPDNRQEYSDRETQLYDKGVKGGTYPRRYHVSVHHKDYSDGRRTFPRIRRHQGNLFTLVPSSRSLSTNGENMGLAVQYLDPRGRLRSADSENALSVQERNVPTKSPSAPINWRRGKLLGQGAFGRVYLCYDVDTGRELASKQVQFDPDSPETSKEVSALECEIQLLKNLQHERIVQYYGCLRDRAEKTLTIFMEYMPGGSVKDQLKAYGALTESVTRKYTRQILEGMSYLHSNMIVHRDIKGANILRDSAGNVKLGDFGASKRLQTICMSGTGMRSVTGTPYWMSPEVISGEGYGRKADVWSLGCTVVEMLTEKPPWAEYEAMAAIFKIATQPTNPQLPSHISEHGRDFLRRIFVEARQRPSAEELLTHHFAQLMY
MEKK2mut PB1 HTS = signal of MEK5 binding to mutant human MEKK2 PB1 domain; bead flow cytometry, Alexa488-MEK5 binding to MEKK2 mutant; percent response, % at 10 µM; 290,000 compounds, 0.35% hits; AID 1530; in the data active means percent response above about 24%, passing the limit was not always enough; further: inactives centre near 1; some results filed as inactive read as strong as hits; reference of the scale not given here
GPR7 antag = blocks human GPR7 receptor signaling | 290,000 compounds, 1.1% hits | inhibition, % at 4.4 µM | GPR7-expressing cells, fluorescence antagonist assay; in the data active means inhibition above about 16%, passing the limit was not always enough;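 further: cells stimulated with the agonist NPW; 0% = agonist with vehicle and 100% = vehicle without agonist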
MEKK2 WT-MEK5 = raises or lowers MEK5 binding to wildtype human MEKK2 PB1 domain | 290,000 compounds, 1.1% hits | binding response (% of control), % at 10 µM | bead flow cytometry, Alexa488-MEK5 binding to MEKK2 WT; actives lie on both sides | Q9Y2U5; in the data active means binding response below about 67% or above about 130%
NALP1 inh = NALP1 inhibition; S. cerevisiae NALP1/ASC/caspase-1 growth, X-gal OD620, 72 h; 280,000 compounds, 0.61% hits; inhibition, % at 10 µM; in the data active means inhibition mostly above about 24%, no sharp cut-off; inactive means mostly below about 32%; further: some compounds called inactive have numbers as strong as hits
PHOSPHO1 inh = inhibitors of human PHOSPHO1 phosphatase; Q8TCT1; recombinant PHOSPHO1, absorbance phosphatase assay; inhibition, % at 13.3 µM; 290,000 compounds, 1.1% hits; AID 1565; in the data active means inhibition above about 60%
Target sequence (Q8TCT1 whole entry, looked up): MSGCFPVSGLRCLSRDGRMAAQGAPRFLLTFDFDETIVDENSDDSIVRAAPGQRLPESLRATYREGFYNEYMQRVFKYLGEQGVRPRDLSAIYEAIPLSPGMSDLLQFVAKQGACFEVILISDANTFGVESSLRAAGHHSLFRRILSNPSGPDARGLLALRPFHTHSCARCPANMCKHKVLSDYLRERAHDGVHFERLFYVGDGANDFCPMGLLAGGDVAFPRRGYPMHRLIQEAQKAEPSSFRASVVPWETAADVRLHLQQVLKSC
M18AAP inhibitor = PfM18AAP enzyme inhibition; AID 1822; 290,000 compounds, 1.2% hits; recombinant PfM18AAP, H-Glu-NHMec fluorogenic cleavage; inhibition, % at 7.35 µM;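 active means inhibition above the campaign mean inhibition over all tested compounds plus 3 SD, cut at about 28% in these data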;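 further: 0% = plate median of test compound wells and 100% = 2 mM ZnCl2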
* marks the source's active call; other numbers are inactive results; x = not tested or not shown; [ ] = remark or other dose.

SMILES	DNA FID counter	OXTR agonist	MEKK3 PB1 HTS	MEKK2mut PB1 HTS	GPR7 antag	MEKK2 WT-MEK5	NALP1 inh	PHOSPHO1 inh	M18AAP inhibitor
CCCC(=O)Nc1ccc(Cl)c(NC(=O)c2cccnc2Cl)c1	0	0.4	106	19	6	112	0	38	-9
CCN(CC(=O)N1CCN(Cc2ccccc2)CC1)S(=O)(=O)c1ccc(F)cc1	-16	3.2	107	9	-13	114	13	24	-5
O=C(C1COc2ccccc2O1)N1CCc2ccccc2C1 (configuration not stated)	-12	-0.3	115	6	21*	111	-104	2	-8
COC(=O)C1=C(C)N(CCc2c[nH]c3ccc(OC)cc23)C(=O)C1	-16	0.1	92	-11	-3	86	-33	15	-3
Cn1c(=O)n(C)c2cc(N3CCOCC3)c(NC(=O)c3cccc(Cl)c3)cc21	-13	0.1	102	1	3	101	16	22	-10
Cc1ccccc1Nc1nc(-c2ccccc2)c(C(=O)Nc2cccnc2)s1	-23	-0.7	96	14	-6	104	37	-4	3
COc1ccccc1CCNC(=O)c1ccc(Br)s1	-14	-1.1	102	6	7	102	17	13	-6
CSc1sc(C(=O)O)c(C)c1C(C)=O	2	0.2	106	4	7	103	11	17	-11
O=C(O)C1=C[C@H](C2CC2)C[C@H](OCc2ccc(CO)cc2)O1	x	-0.2	89	-2	x	95	x	x	x
COc1cccc(C(=O)NNC(=O)c2cccnc2)c1	1	0.5	100	2	-10	96	8	13	3
COc1cc2[nH]c(=S)n(Cc3ccco3)c(=O)c2cc1OC	-3	1.7	104	3	0	101	20	69*	5
CC1CCN(CC(O)COc2ccc(-c3ccccc3)cc2)CC1 (configuration not stated)	22	7.5	102	7	3	123	16	-2	-9

Sorted by the number under MEKK3 PB1 HTS (largest number first): 5 from the list above.
SMILES | MEKK3 PB1 HTS
CCCC(=O)Nc1ccc(Cl)c(NC(=O)c2cccnc2Cl)c1 | 106
COc1cc2[nH]c(=S)n(Cc3ccco3)c(=O)c2cc1OC | 104
CC1CCN(CC(O)COc2ccc(-c3ccccc3)cc2)CC1 (configuration not stated) | 102
COc1cccc(C(=O)NNC(=O)c2cccnc2)c1 | 100
Cc1ccccc1Nc1nc(-c2ccccc2)c(C(=O)Nc2cccnc2)s1 | 96

(cont.)
SMILES	DNA FID counter	OXTR agonist	MEKK3 PB1 HTS	MEKK2mut PB1 HTS	GPR7 antag	MEKK2 WT-MEK5	NALP1 inh	PHOSPHO1 inh	M18AAP inhibitor
CCn1c(SCC(=O)Nc2cc(C)on2)nnc1-c1ccco1	-1	-0.2	108	6	-10	109	39*	13	0
CCOc1cc(C(=O)NCC(=O)N/N=C/c2sccc2C)cc(OCC)c1OCC	-34	-2.0	98	1	-5	98	-95	26	-5
COc1ccc(-c2cc(C(=O)Nc3cc(C)on3)c3ccccc3n2)c(OC)c1	-36	0.0	98	-2	6	95	14	-1	2
C=CCN(CC=C)CCOc1cccc2ccccc12	8	-1.7	106	0	-14	112	39	-9	7
Cc1nc2ccc(NC(=O)N3CCN(c4ccccn4)CC3)cc2s1	-16	2.3	101	4	-9	108	2	20	3
O=C(c1ccco1)N1CCN(Cc2cccc(F)c2)CC1	-1	0.3	103	1	2	106	-4	-36	-5
Cc1ccc(-n2c(SCC(=O)Nc3nccs3)nc3c(c2=O)SCC3)cc1	2	-1.0	x	x	-8	x	1	-28	-1
CC(C)(C)Cc1nc(-c2ccccn2)no1	-4	0.8	90	-8	-5	93	-10	3	4
COc1ccccc1CN1CC(C(=O)NCc2ccc(N3CCCC3=O)cc2)CCC1=O (configuration not stated)	-25	0.3	103	1	-18	105	30	15	-12
FC(F)(F)c1nc(N2CCCC2)ncc1-c1nnnn1-c1ccc(Cl)cc1	-31	-2.2	104	1	-6	97	9	-22	-10
COc1ccc(N2C(=O)CSC2c2ccc3c(c2)OCO3)c(OC)c1 (configuration not stated)	-20	-0.9	102	0	-4	99	5	10	-2
CC(=O)Nc1sc(C)c(C)c1C(=O)OCC(=O)Nc1cc(S(C)(=O)=O)ccc1Cl	-3	-0.4	105	-2	-13	97	1	19	3
CC1(C)Cc2ccccc2-c2nnc(-c3ccco3)n21	-7	-0.9	104	-2	-5	106	9	1	-10
COc1cc(S(=O)(=O)N2CCCCCC2)c(OC)cc1Br	-17	-2.9	95	-5	-18	92	13	-11	-4
Cc1cc(C)nc(N2CCCC(C(=O)Nc3nnc(C(C)(C)C)s3)C2)n1 (configuration not stated)	-4	-2.6	104	2	-12	100	3	-59	1
CC(NC(=O)NCCCC(=O)O)(C(F)(F)F)C(F)(F)F	-4	1.1	97	2	-11	101	4	4	1
C/C(=N\NC(=O)c1ccco1)c1ccc(C(=O)O)s1	-1	0.2	101	9	-9	106	0	41	2
CCc1nnc(NC(=O)c2sc3nc4c(cc3c2N)CCCCC4)s1	-2	-0.3	139*	2	-8	106	21	0	6
COc1cccc(CNC(=O)CCC2CCCN(C(=O)c3ccoc3C)C2)c1 (configuration not stated)	-14	-0.8	105	2	-15	105	6	31	-5
CN(C)CCCNCCCCNC(=O)/C=N/O	5	1.5	x	x	-1	x	4	11	3
CCOc1ccc(S(=O)(=O)N(C(=O)c2ccco2)c2cc3sc(=O)oc3c3ccccc23)cc1	-11	-1.2	95	-3	-5	94	26	-7	10
C=CCNC(=S)Nc1ccc(Br)cc1F	-2	-0.8	80	0	-11	105	15	-8	4
COc1ccc(C(=O)NCc2nnc(SCC(=O)N3CCC(C)CC3)o2)cc1OC	-15	0.3	102	2	-18	106	-8	-12	7
O=C(O)CCCNc1ccc([N+](=O)[O-])c(NCCCC(=O)O)n1	2	1.3	101	-2	-21	98	20	25	8
O=C(Nc1ccc(N2CCN(C(=O)c3ccco3)CC2)cc1)c1cccs1	-13	-0.7	96	0	6	94	-12	14	0
COc1cc(/C=C/C(=O)Nc2ccc(N3CCCCC3)c(S(=O)(=O)Nc3ccccc3Cl)c2)cc(OC)c1OC	4	1.2	110	26	1	32*	21	-21	-6
COc1ccc(OC)c(C(=O)NC(CC(N)=O)c2ccc(N3CCN(c4ccccn4)CC3)c([N+](=O)[O-])c2)c1 (configuration not stated)	-26	-1.1	103	-8	0	104	33	-130	0
CCn1c2ccc(C)cc2c2nc3cc(C(=O)O)ccc3nc21	-27	-0.7	105	23	-5	107	27	12	1
CN=C(Nc1cc(C)nn1CCC#N)c1ccc(F)cc1	-3	1.4	104	6	-2	105	-1	-18	-4
Cc1ccc(C(=O)CSc2nnc(COc3cc(C)cc(C)c3)o2)cc1	-6	0.3	103	0	-3	98	11	-34	3
COc1ccc(C(=O)Nc2ccccc2C(=O)NCCN2CCOCC2)cc1	0	0.8	x	x	-9	x	1	17	12
O=C(COC(=O)c1ccc(O)cc1)NCCCc1ccccc1	-12	x	113	-41	14	102	0	37	-2
Cc1ccc2cccc(NC(=O)C(F)(F)F)c2n1	-2	1.5	102	3	-4	101	0	16	4
Nc1ccc(C(=O)O)cc1[N+](=O)[O-]	2	-0.3	103	-2	2	98	-14	36	3
O=C(Nc1ccccc1)N1CCC(=S)Nc2ccccc21	-3	1.0	107	7	-3	105	6	9	-8
CC(Cc1ccccc1)C(=O)NCc1nc2ccccc2s1 (configuration not stated)	-12	0.3	107	4	-2	94	24	13	3
O=C(NCc1ccccc1)C1=C[C@@H](c2ccc3c(c2)OCO3)C[C@@H](OCCCCO)O1	x	0.7	96	-2	x	96	x	x	x
Cc1nc(-c2ccc(Cl)cc2)sc1C1(C)CC(c2ccc(C#N)cc2)=NO1 (configuration not stated)	x	1.2	91	5	x	89	x	4	x
CCOC(=O)C(C)On1c(-c2cccc(Cl)c2)nc2ccc([N+](=O)[O-])cc21 (configuration not stated)	12	3.1	106	1	5	106	5	22	4
Cc1ccc(-c2noc(CN(C(=O)C(c3ccccc3)c3ccccc3)C(C)C)n2)cc1	-23	0.5	104	-4	-8	96	20	-16	2
COc1cc(NC(=S)NCCCO)c(OC)cc1Cl	0	0.1	104	10	-16	104	10	-1	4
CCOC(=O)c1sc2nc(-c3cccnc3)ccc2c1N	7	-1.4	98	-12	1	91	-4	24	18
O=C(CCn1c2c(c3ccccc31)CCCC2)NNC(=O)c1ccccc1[N+](=O)[O-]	-7	2.0	98	11	5	95	11	11	2
O=c1c2ccccc2nc(/C=C/c2c[nH]c3ccccc23)n1-c1ccc([N+](=O)[O-])cc1	-3	-0.4	75*[inhibitor]	-2	-4	95	18	1	-4
CC(C)(NS(=O)(=O)OCC(Cl)(Cl)Cl)c1ccccc1	-3	-1.5	102	-7	-6	103	8	10	-1
NC(=O)CSc1ncc(-c2ccccc2)[nH]1	2	0.6	99	-4	-13	99	0	74*	-6
COC(=O)c1ccccc1NC(=O)CSc1nnc(C(C)NC(=O)c2ccc(Cl)cc2Cl)n1C (configuration not stated)	-33	-1.5	105	3	2	102	2	10	6
O=S(=O)(Nc1ccc(N2CCOCC2)cc1)c1ccccc1	-3	0.1	91	-4	2	93	2	12	19
O=C(Cn1cnc2ccccc21)c1ccccc1	-2	x	101	-1	-1	104	9	-7	-5
CCN1C(=O)CC(N2CCN(c3ccc(OC)cc3)CC2)C1=O (configuration not stated)	3	1.0	97	-1	14	96	15	-6	-8
COC(=O)c1ccc(NC(=O)CSc2nc3cccnc3n2C)cc1	-17	7.8	95	10	-5	95	16	-2	7
CCOc1ccc2[nH]c(=O)c(CN(CCCO)S(=O)(=O)c3ccc(F)cc3)cc2c1	-30	-0.6	106	12	-18	111	-1	30	3
CCCC(=O)N1CCC(CCC(=O)NC2CC2)CC1	-2	0.2	100	3	-12	106	13	13	-3
Cc1ccc(-c2nn[nH]n2)o1	1	-0.3	102	-1	7	99	18	7	76*
C=CCNc1nc2ccccc2nc1NS(=O)(=O)c1cccc(C)c1	-26	2.5	104	-1	-7	105	16	-5	2
O=C(NNC(=O)c1ccccc1Br)c1ccc(Cl)c(Cl)c1	1	-0.1	95	0	-9	102	-11	7	1
Cc1cc(C)cc(NC(=O)C2CCCN(c3nc(C)cc(C)n3)C2)c1 (configuration not stated)	-1	-0.4	104	8	-4	103	-9	-1	4
COc1cc(NC2=CC(=O)CC(C)(C)C2)cc(OC)c1	-7	-1.8	104	3	-6	104	-3	-4	-3
CCc1c(O)nc(SCC(=O)N2CCc3cc(OC)c(OC)cc3[C@@H]2C)[nH]c1=O	-22	0.6	101	4	-4	100	20	8	2
COc1ccccc1NC(=O)CSc1nc2sc(C)c(C)c2c(=O)n1C	-14	4.5	96	-7	-12	94	27	24	-1

Quoted at random: two compounds from above.
SMILES	DNA FID counter	OXTR agonist	MEKK3 PB1 HTS	MEKK2mut PB1 HTS	GPR7 antag	MEKK2 WT-MEK5	NALP1 inh	PHOSPHO1 inh	M18AAP inhibitor
COc1cc(NC2=CC(=O)CC(C)(C)C2)cc(OC)c1	-7	-1.8	104	3	-6	104	-3	-4	-3
C=CCNc1nc2ccccc2nc1NS(=O)(=O)c1cccc(C)c1	-26	2.5	104	-1	-7	105	16	-5	2

Next records
SMILES	DNA FID counter	OXTR agonist	MEKK3 PB1 HTS	MEKK2mut PB1 HTS	GPR7 antag	MEKK2 WT-MEK5	NALP1 inh	PHOSPHO1 inh	M18AAP inhibitor
Fc1cc(Br)ccc1NC(=S)Nc1cccnc1	-1	0.5	113	-6	-5	108	-3	20	4
COc1ccc(C(=O)C2CCN(C(=S)Nc3ccc(F)cc3)CC2)cc1	-10	3.3	97	-12	-3	95	3	-15	-2
COCc1c(C(=O)N/N=C\c2cccnc2)nnn1-c1nonc1N	-12	1.7	99	0	-4	101	16	28	3
CCOc1ccc(N2C(=O)CC(N(O)c3ccccc3)C2=O)cc1 (configuration not stated)	-8	-1.4	x	x	-5	x	-3	5	17
CCOC(=O)c1nc(C)n(-c2ccc([N+](=O)[O-])cc2)n1	3	0.2	104	0	-1	104	-4	8	-1
CCN1CCN(c2ccc(S(=O)(=O)N3CCCCC3)cc2NC(=O)Cc2c(Cl)cccc2Cl)CC1	24	0.3	109	24*	2	150*	16	25	-3
Cc1ncc([N+](=O)[O-])n1CC(=O)N/N=C/c1ccc(F)cc1	-1	1.3	96	-7	-14	95	8	20	-6

Source: PubChem
